TPT1 inhibitor: Candida albicans TPT1 enzyme inhibitors, primary screen, biochemical, fluorescence polarization; recombinant caTPT1, FP RNA substrate dephosphorylation; inhibition, % at 5 µM; AID 1962, 2009; tRNA 2'-phosphotransferase TPT1 (Candida albicans SC5314); 300,000 compounds, 0.81% hits;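 active = inhibition above the mean of all tested compounds plus 3 SD, set per screening campaign, cut at about 24% in these data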;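 note: plate controls were DMSO alone for no effect and ferristatin control at 100 nM for full effect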
GSTO1 counter: inhibitors of recombinant GSTO1, primary screen, counter-screen for RBBP9 inhibitor project, biochemical, fluorescence polarization; Glutathione S-transferase omega-1 (Homo sapiens), P78417; activity-based probe fluorescence polarization; inhibition, % at 5.96 µM; 300,000 compounds, 1.1% hits;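 active = inhibition above the campaign mean inhibition plus 3 SD, cut at about 35% in these data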;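 note: 0% = GSTO1-1 with DMSO and 100% = wells lacking GSTO1-1 enzyme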
Target sequence (P78417 whole entry, looked up): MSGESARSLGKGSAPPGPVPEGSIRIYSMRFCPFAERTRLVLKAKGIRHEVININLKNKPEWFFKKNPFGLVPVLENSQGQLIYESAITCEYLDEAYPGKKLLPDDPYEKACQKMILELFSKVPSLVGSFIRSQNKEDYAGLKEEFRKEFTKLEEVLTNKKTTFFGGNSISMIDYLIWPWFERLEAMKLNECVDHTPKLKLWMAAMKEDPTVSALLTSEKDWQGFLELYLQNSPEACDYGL
GLD-1 RNA inh: GLD-1/TGE RNA complex disruptors, primary screen, biochemical, fluorescence polarization | inhibition, % at 5.96 µM | Female germline-specific tumor suppressor gld-1 (Caenorhabditis elegans), Q17339 | purified GLD-1 + fluorescein TGE RNA | 320,000 compounds, 0.44% hits;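 active = percent inhibition above a per-plate cutoff, the plate mean of test compounds plus 3 SD, cut at about 30% in these data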;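 note: 0% = DMSO wells with GLD-1 and probe and 100% = wells lacking GLD-1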
MCL1 BIM primary: inhibitors of MCL1 binding to BIM-BH3, primary screen, biochemical, fluorescence polarization; inhibition, % at 10.9 µM; 320,000 compounds, 0.68% hits; AID 2057, 2009; GST-MCL1 / FITC-Bim-BH3 fluorescence polarization;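 active = inhibition above the mean inhibition of all tested compounds plus 3 SD, set per campaign, cut at about 40% in these data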;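 note: 0% = DMSO wells and 100% = unlabeled Bim-BH3 peptide control; higher means more loss of mP so more displacement of Bim peptide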
PME-1 inh: PME-1 inhibitors via competitive probe labeling, primary screen, biochemical, fluorescence polarization, FP-Rh probe, HTS; recombinant PME-1; 320,000 compounds, 0.53% hits; Protein phosphatase methylesterase 1 (Homo sapiens), Q9Y570; inhibition, % at 5.9 µM;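 active = inhibition above the campaign mean of all compounds plus 3 SD, cut at about 26% in these data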;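 note: competitive labeling of PME-1 active site by serine hydrolase directed probe; 0% = PME-1 with DMSO and 100% = wells lacking PME-1 enzyme; inhibitors block probe labeling so polarization falls and inhibition rises; many of its hits are not listed in these tables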
MEX-5 binding: MEX-5 zinc finger RNA-binding disruptors – biochemical, C. elegans, fluorescence polarization, MLPCN library, primary screen; MEX-5/FITC-TCR2 RNA binding; active compounds read low; activity score (negative = inhibition of binding), % at 10 µM; 300,000 compounds, 0.38% hits; AID 1832, 2009;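 active = inhibition past about -25% in most replicates, and total fluorescence under double the plate's negative control median, limit read from the data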;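 note: 0% = DMSO and -100% = 5 µM competing unlabeled TCR2 RNA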
Fam108B inh: mouse Fam108B serine hydrolase inhibitors, primary screen, counter-screen for RBBP9 inhibitor project, biochemical, fluorescence polarization; 300,000 compounds, 0.33% hits; AID 1947, 2009; inhibition, % at 9.51 µM; recombinant Fam108B, FP-Rh probe fluorescence polarization;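 active = inhibition above the screen mean inhibition plus 3 SD, computed separately per campaign, cut at about 18% in these data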;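 note: inhibitors lower polarization as less probe binds the enzyme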
PAD4 FP inh: human PAD4 inhibitors, primary screen, biochemical, fluorescence polarization, 1536-well format. Protein-arginine deiminase type-4 (Homo sapiens), Q9UM07. recombinant PAD4, RCA probe fluorescence polarization. inhibition, % at 6.36 µM. 330,000 compounds, 0.41% hits. AID 485272, 2010;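 active = percent inhibition above a cutoff equal to the mean of all tested compounds plus 3 SD, cut at about 15% in these data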;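 note: 0% = PAD4 with RCA probe and DMSO and 100% = probe without PAD4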
Target sequence (Q9UM07 whole entry, looked up): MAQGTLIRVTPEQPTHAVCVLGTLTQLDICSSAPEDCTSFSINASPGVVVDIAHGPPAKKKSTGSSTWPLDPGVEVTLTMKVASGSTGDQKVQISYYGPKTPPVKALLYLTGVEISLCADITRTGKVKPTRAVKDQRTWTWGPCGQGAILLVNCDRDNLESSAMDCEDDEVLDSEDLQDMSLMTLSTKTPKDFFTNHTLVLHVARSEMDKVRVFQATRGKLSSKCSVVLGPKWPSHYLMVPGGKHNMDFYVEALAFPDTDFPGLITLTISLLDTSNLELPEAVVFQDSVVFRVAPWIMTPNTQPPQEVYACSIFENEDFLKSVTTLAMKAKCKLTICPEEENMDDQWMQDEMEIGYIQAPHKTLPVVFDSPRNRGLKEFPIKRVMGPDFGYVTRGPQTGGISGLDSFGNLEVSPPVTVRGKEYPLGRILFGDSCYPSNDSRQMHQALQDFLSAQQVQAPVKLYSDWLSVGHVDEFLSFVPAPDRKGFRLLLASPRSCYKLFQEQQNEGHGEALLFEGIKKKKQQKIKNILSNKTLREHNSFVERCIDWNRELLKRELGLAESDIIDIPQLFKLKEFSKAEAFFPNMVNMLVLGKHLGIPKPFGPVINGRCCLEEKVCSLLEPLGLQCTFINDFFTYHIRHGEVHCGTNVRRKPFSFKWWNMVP
BCLXL inh: inhibitors of human Bcl-xL, primary screen, biochemical, fluorescence polarization, HTS | inhibition, % at 10.9 µM | GST-Bcl-xL / FITC-Bim BH3 peptide fluorescence polarization | Bcl-2-like protein 1 (Homo sapiens), Q07817 | 320,000 compounds, 0.7% hits | AID 2129, 2009;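 active = inhibition above the mean of all tested compounds plus 3 SD, cutoff set per campaign, cut at about 30% in these data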;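 note: 0% = DMSO wells and 100% = unlabeled Bim-BH3 peptide competitor; inhibitors lower millipolarization by displacing the labeled peptide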
Active calls of the source: *; nt = not tested or not shown.

Each structure is followed by: TPT1 inhibitor | GSTO1 counter | GLD-1 RNA inh | MCL1 BIM primary | PME-1 inh | MEX-5 binding | Fam108B inh | PAD4 FP inh | BCLXL inh
1. O=C(CSc1nc(SCC(=O)NCc2ccccc2)n(-c2ccccc2)n1)NCc1ccccc1
 : -1 | -2 | -4 | -5 | 15 | 2.2 | 4 | -7 | 3
2. Cc1ccc(S(=O)(=O)N2CCC(C(=O)N[C@H](C(=O)N3CCN(C)CC3)C(C)C)CC2)cc1
 : -3 | 10 | -1 | 11 | 3 | -1.8 | 3 | -5 | 5
3. NNC(=O)Cn1c(-c2ccccn2)nc2ccccc21
 : -3 | 2 | -3 | 0 | -4 | 1.8 | 0 | -5 | 2
4. COCC(=O)Nc1ccc(C)c(Cl)c1
 : 0 | 6 | 4 | 0 | 10 | 0.7 | 8 | 2 | 2
5. COc1ccc(N2CC(O)(c3ccc(F)cc3)[N+]3=C2CCCC3)cc1 (stereo not drawn)
 : 1 | 4 | 0 | 7 | -5 | nt | 0 | 0 | 11
6. Cc1ccc(/C=C2\CCOC2=O)cc1
 : 1 | 2 | 1 | 5 | -2 | -2.1 | -2 | -3 | 2
7. COc1ccc(CC(=O)OCC(=O)Nc2cccc(Cl)c2)cc1
 : 2 | 3 | 2 | 5 | 3 | 1.9 | -1 | 2 | 8
8. Cc1ccccc1Cn1nc(C)c(NC(=O)c2cc(CC(C)C)on2)c1C
 : 0 | 2 | -1 | 0 | -6 | 1.3 | 1 | 2 | 1
9. CC(=O)Nc1sc(NC(=O)c2ccc(Cl)cc2)nc1-c1cccs1
 : 2 | -5 | 3 | 7 | -2 | 0.0 | 4 | -2 | 12
10. Cc1cccc(C(=O)N2CCC(N3CCC(C(=O)N4CCOCC4)CC3)CC2)c1
 : 5 | -2 | -5 | 0 | -16 | -3.7 | -6 | 2 | 8
11. CC1CCN(S(=O)(=O)c2cccc(C(=O)NNC(=O)c3ccco3)c2)CC1
 : -2 | 5 | 3 | 5 | 1 | -4.0 | -2 | -3 | 3
12. COC(=O)c1nc(NC2=NCCCCC2)n[nH]1
 : -10 | -5 | 0 | 7 | -1 | 6.2 | 2 | 4 | 5
13. CCc1ccccc1NC(=O)CSc1nnc(C2CC2)n1CC1CCCO1 (stereo not drawn)
 : -1 | 3 | -5 | 5 | -6 | 1.0 | -1 | 3 | 6
14. Clc1nc(Cl)nc(N(c2ccccc2)c2ccccc2)n1
 : 0 | 3 | 0 | 12 | -2 | 0.1 | 1 | 2 | 4
15. CCCCCC(=O)N1CCN(CCN=CC2=C(O)CC(c3ccco3)CC2=O)CC1 (stereo not drawn)
 : 0 | 5 | -3 | 2 | 3 | -5.5 | 5 | -1 | 0
16. O=c1c2ccc([N+](=O)[O-])cc2ncn1CCOc1ccc(Cl)cc1
 : 10 | 1 | -5 | -7 | 12 | -0.7 | 4 | -6 | -7
17. Cc1ccc(NC(=O)c2cc3c(=O)oc4ccc(C)cc4c3s2)nc1
 : 2 | 8 | 2 | 7 | -3 | -0.2 | -14 | -3 | 2
18. O=C(Nc1ccc(F)cc1)Nc1ccc(S(=O)(=O)N2CCCC2)cc1
 : nt | nt | 3 | 4 | -19 | nt | nt | -4 | 2
19. Cc1nn(-c2ccc3ccccc3c2)c(=O)c2ccccc12
 : 0 | -1 | -6 | -5 | 0 | -1.1 | -5 | 0 | 5
20. Cc1ccc(C(=O)NC(=S)NCC2CCCO2)cc1[N+](=O)[O-] (stereo not drawn)
 : -2 | 19 | 2 | 8 | -10 | -0.5 | 2 | -3 | 3
21. O=C(CN1CCCCC1)Nc1ccccc1-c1ccccc1
 : 1 | 9 | 0 | 12 | -4 | -2.5 | -6 | 1 | 0
22. COc1cc(C2CC(=O)Nc3cc(C)c(C)cc32)cc(OC)c1OC (stereo not drawn)
 : -2 | 10 | 4 | 8 | 3 | -3.2 | 2 | 2 | 3
23. CC(=O)Nc1cccc(NC(=O)c2ccc([N+](=O)[O-])cc2Cl)c1
 : 1 | 9 | 3 | 6 | -2 | 0.2 | -3 | 0 | 2
24. Nc1nc(COc2ccccc2)cs1
 : -4 | -3 | -4 | 5 | 1 | 1.0 | 1 | 4 | 4
25. CN(C)c1nnnn1-c1ccc(Oc2ncc(C(F)(F)F)cc2Cl)cc1
 : 2 | 7 | 5 | -3 | 0 | 0.8 | -3 | -7 | 0
26. O=C(O)CSC1CC(=O)N(c2ccc(Cl)cc2)C1=O (stereo not drawn)
 : 5 | 3 | -5 | 8 | -1 | 1.2 | 2 | -4 | 5
27. O=C(Nc1cccc(Cl)c1N1CCCC1)c1ccco1
 : 1 | 6 | -2 | 0 | -3 | 1.0 | -2 | -2 | 7
28. COc1cc(CNCCN2CCOCC2)ccc1OCc1ccc(Cl)cc1
 : -5 | 4 | 0 | 6 | 1 | 2.4 | 9 | 1 | 5
29. O=C(Nc1cccc([N+](=O)[O-])c1)ONC1=NCCCCC1
 : 0 | 6 | -1 | -3 | -3 | -1.5 | -2 | 5 | -4
30. CCOc1ccccc1/C=c1\sc2nc(-c3ccco3)nn2c1=O
 : 4 | -18 | -10 | 31 | -10 | -7.8 | -7 | -13 | 11
31. COc1ccc(N(CC(=O)Nc2ccccc2C(=O)NCC(C)C)S(C)(=O)=O)cc1
 : 0 | 4 | -2 | 2 | 4 | -0.6 | -1 | -3 | 1
32. O=C(CCN1CCOCC1)N1c2ccccc2Sc2ccc(Cl)cc21
 : -4 | 0 | 5 | 2 | -1 | 0.2 | -3 | -2 | 5
33. N#CC/C(N)=N/NC(=O)CCCNc1ncc(C(F)(F)F)cc1Cl
 : 2 | 1 | 9 | 4 | 2 | 4.1 | 2 | -3 | 6
34. Cc1cc(C(=O)N/N=C/c2c[nH]c3ccccc23)cs1
 : -2 | -2 | 2 | 2 | 13 | 1.4 | 3 | -5 | 2
35. COc1cc(C(=O)OC2CCN(C)CC2)cc(OC)c1OC
 : -2 | -3 | 0 | -3 | 3 | 2.0 | 2 | 4 | -2
36. C#CCC(NC(=O)c1ccc(C(F)(F)F)cc1)C(=O)NCCC (stereo not drawn)
 : nt | nt | -7 | -15 | -5 | nt | nt | 2 | 13
37. Cc1cc(C)n(-c2ccc(C(=O)Nc3cc(C(F)(F)F)ccc3N3CCOCC3)cc2)n1
 : -2 | 3 | 6 | -5 | 3 | -0.5 | 2 | -1 | 2
38. CCC(C(=O)NC1CCCCC1)n1c(SCc2cccc(F)c2)nc2ccncc21 (stereo not drawn)
 : -1 | -4 | 4 | 2 | 7 | -2.1 | 4 | 3 | 3
39. CCN(CC(=O)Nc1ccc(OC)cc1)C(=O)CSCC(=O)Nc1cc(C)on1
 : nt | nt | -4 | 6 | 3 | nt | nt | 3 | 5
40. Cc1nn(CCCC(=O)NCCc2ccccc2)c(=O)c2nccn12
 : -5 | 2 | 0 | -1 | -9 | 0.6 | 3 | 0 | 2

Whole records as entered above. Order of screens: TPT1 inhibitor, GSTO1 counter, GLD-1 RNA inh, MCL1 BIM primary, PME-1 inh, MEX-5 binding, Fam108B inh, PAD4 FP inh, BCLXL inh
O=C(O)CSC1CC(=O)N(c2ccc(Cl)cc2)C1=O (stereo not drawn) in the list: 5, 3, -5, 8, -1, 1.2, 2, -4, 5
COc1cc(CNCCN2CCOCC2)ccc1OCc1ccc(Cl)cc1 in the list: -5, 4, 0, 6, 1, 2.4, 9, 1, 5
COc1ccc(N(CC(=O)Nc2ccccc2C(=O)NCC(C)C)S(C)(=O)=O)cc1 in the list: 0, 4, -2, 2, 4, -0.6, -1, -3, 1

Entries from the list above with a nitro group on carbon (4):
Each structure is followed by: TPT1 inhibitor | GSTO1 counter | GLD-1 RNA inh | MCL1 BIM primary | PME-1 inh | MEX-5 binding | Fam108B inh | PAD4 FP inh | BCLXL inh
16. O=c1c2ccc([N+](=O)[O-])cc2ncn1CCOc1ccc(Cl)cc1
 : 10 | 1 | -5 | -7 | 12 | -0.7 | 4 | -6 | -7
20. Cc1ccc(C(=O)NC(=S)NCC2CCCO2)cc1[N+](=O)[O-] (stereo not drawn)
 : -2 | 19 | 2 | 8 | -10 | -0.5 | 2 | -3 | 3
23. CC(=O)Nc1cccc(NC(=O)c2ccc([N+](=O)[O-])cc2Cl)c1
 : 1 | 9 | 3 | 6 | -2 | 0.2 | -3 | 0 | 2
29. O=C(Nc1cccc([N+](=O)[O-])c1)ONC1=NCCCCC1
 : 0 | 6 | -1 | -3 | -3 | -1.5 | -2 | 5 | -4

Next part
Each structure is followed by: TPT1 inhibitor | GSTO1 counter | GLD-1 RNA inh | MCL1 BIM primary | PME-1 inh | MEX-5 binding | Fam108B inh | PAD4 FP inh | BCLXL inh
41. CCOc1c(Br)cc(CNc2ccc3c(c2)OCCO3)cc1OC
 : 4 | 2 | -3 | -8 | 3 | -4.1 | 5 | -6 | -1
42. COc1ccc(CCNC(=O)C2CC(c3ccccc3F)=NO2)cc1 (stereo not drawn)
 : 0 | 3 | -8 | 0 | -9 | -1.2 | -2 | 3 | 3
43. O=C(c1ccc2c(=O)n(-c3ccccc3)c(=O)[nH]c2c1)N1CCN(c2ccc(F)cc2)CC1
 : 4 | -3 | 0 | 7 | 8 | -0.4 | 4 | 0 | 4
44. COc1ccc(N(C(=O)c2ccco2)S(=O)(=O)c2cc(OC)ccc2OC)cc1
 : -5 | 4 | 6 | -7 | -2 | 1.9 | 3 | -3 | 2
45. CCOC(=O)CSc1snnc1C
 : 0 | -3 | 5 | 0 | 5 | 1.2 | -1 | 0 | -2
46. CC(C)COP(=O)(c1ccc(N(C)C)cc1)C(O)c1ccccc1 (stereo not drawn)
 : -8 | -3 | 5 | 0 | -5 | 1.6 | 6 | -5 | 2
47. O=C(CSc1cccc[n+]1[O-])NCC1CCCCC1
 : -2 | 5 | -3 | 6 | 5 | -1.6 | -2 | 6 | 8
48. COc1ccc2nc(NC(=O)[C@@H]3CCCN3C(=O)c3cccs3)sc2c1
 : 0 | -10 | -9 | 5 | -5 | -0.4 | -4 | 3 | 0
49. COc1ccccc1Nc1c2ccccc2nc2ccccc12
 : 3 | -1 | -3 | -8 | -35 | -0.1 | -1 | -3 | 0
50. O=C(c1ccccn1)N(CC1CCCO1)C1(C(=O)NC2CCCCC2)CCCCC1 (stereo not drawn)
 : -5 | 3 | -3 | 2 | 5 | 1.5 | 5 | 1 | 4
51. CCOC(=O)CSc1nc2ccccc2c(=O)n1NC(=O)c1ccccc1
 : -2 | -5 | -5 | 8 | -2 | -2.3 | 3 | -4 | 6
52. COc1ccc(CCNC(=O)c2c(O)c3c([nH]c2=O)CCCC3)cc1
 : 2 | 2 | -3 | -8 | -6 | 0.1 | -2 | -2 | -5
53. O=C(COc1ccccc1-c1ccccc1)NCCN1C(=O)S/C(=C\c2cccnc2)C1=O
 : 0 | 3 | -2 | 3 | -20 | -0.1 | -2 | -4 | 0
54. O=c1oc(-c2ccccc2)nc2c1C1(CCCCC1)Cc1ccccc1-2
 : 1 | -7 | -1 | -8 | -2 | 0.2 | -8 | -1 | -4

Source: PubChem BioAssay

This is a subset (hit frequency here may not be typical).
